MsrA act: bovine MsrA enzyme activators, primary screen, biochemical, absorbance, HTS; Methionine sulfoxide reductase A (Bos taurus); activation, % at 10.6 µM; hit rate 0.3% among 360,000; purified bovine MsrA, absorbance read-out; in the data active = activation above about 7.5%;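 also: 0% = vehicle and 100% = reference activator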
FAS-TE inh: FAS thioesterase domain inhibitors, primary screen, biochemical, fluorescence intensity, uHTS; recombinant FAS-TE, OMFH fluorogenic substrate, fluorescence endpoint; hit rate 0.67% among 360,000; AID 602261, 2012; inhibition, % at 15 µM; Fatty acid synthase (Homo sapiens), P49327;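 active = compounds whose normalised, plate-corrected inhibition of enzyme fluorescence in the single-dose primary screen is 50% or more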;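 also: 0% = DMSO with enzyme and 100% = substrate without enzyme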
Tb MetRS inh: T. brucei MetRS inhibitors, primary screen, biochemical, luminescence; methionyl-tRNA synthetase (Trypanosoma brucei brucei); AID 624268, 2012; inhibition, % at 11.9 µM; hit rate 0.4% among 360,000; purified T. brucei MetRS, ATP depletion, Kinase-Glo luminescence;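 active = inhibition above a per-plate cutoff of the control wells' mean inhibition plus 3 SD, cut at about 5.5% in these data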;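 also: 0% = DMSO wells median and 100% = median of wells with control inhibitor compound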
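technique = Kinase-Glo luminescence, ATP depletion format | system = purified MetRS (methionyl-tRNA synthetase) enzyme from Trypanosoma brucei | timing = 15 min preincubation, 2 h reaction, all 25 °C | evaluation = percent inhibition versus plate control medians | dosing = single dose, 11.9 µM final nominal, 0.9% final DMSO | also added = substrates ATP, L-methionine and bulk Escherichia coli tRNA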
Neddylation inh: inhibitors of cullin neddylation, primary screen, biochemical, TR-FRET, uHTS, NAE and Ubc12. calls only at 25 µM. hit rate 0.58% among 360,000. AID 651699, 2012; in the data active = inhibition above about 36%
Target sequence (P61081 whole entry, looked up): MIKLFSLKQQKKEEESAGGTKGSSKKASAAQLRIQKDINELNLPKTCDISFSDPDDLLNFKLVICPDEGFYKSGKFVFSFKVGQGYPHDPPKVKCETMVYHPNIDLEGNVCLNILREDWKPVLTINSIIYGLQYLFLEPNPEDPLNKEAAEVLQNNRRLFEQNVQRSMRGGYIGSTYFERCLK
Target sequence (Q13564 whole entry, looked up): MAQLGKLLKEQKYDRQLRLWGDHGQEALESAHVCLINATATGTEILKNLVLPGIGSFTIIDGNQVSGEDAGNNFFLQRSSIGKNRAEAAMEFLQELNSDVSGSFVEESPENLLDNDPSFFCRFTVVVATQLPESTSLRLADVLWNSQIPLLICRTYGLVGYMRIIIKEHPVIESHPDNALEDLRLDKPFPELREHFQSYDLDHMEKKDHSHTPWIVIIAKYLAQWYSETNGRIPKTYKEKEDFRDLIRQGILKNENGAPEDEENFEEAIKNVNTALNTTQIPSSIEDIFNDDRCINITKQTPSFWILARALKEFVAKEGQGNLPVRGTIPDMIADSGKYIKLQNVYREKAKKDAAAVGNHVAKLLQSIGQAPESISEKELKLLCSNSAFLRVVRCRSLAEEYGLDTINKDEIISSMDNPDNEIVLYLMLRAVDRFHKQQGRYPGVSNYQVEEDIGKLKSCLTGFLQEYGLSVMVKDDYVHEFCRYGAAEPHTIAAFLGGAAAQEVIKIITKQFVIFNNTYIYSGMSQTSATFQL
MLLE-PAM2 inh: inhibitors of PABP1 MLLE–PAM2 peptide binding, primary screen, biochemical, fluorescence polarization, FITC-PAM2, GST-MLLE. hit rate 0.36% among 360,000. AID 588489, 2011. Polyadenylate-binding protein 1 (Homo sapiens), P11940. inhibition, % at 20 µM; in the data active = inhibition above about 35%, passing the limit was not always enough;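 also: plate controls were DMSO wells with GST-MLLE for no effect and wells lacking GST-MLLE protein for full effect; some results filed as inactive read as strong as hits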
CSN deneddyl inh: inhibitors of CSN-mediated cullin deneddylation, primary screen, biochemical, fluorescence polarization, uHTS; COP9 signalosome complex subunit 5 (Homo sapiens), Q92905; Purified CSN, SCF-Nedd8-OG deneddylation; inhibition, % at 12.5 µM; hit rate 0.38% among 360,000; AID 651999, 2013;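 active = pattern-corrected inhibition above about 35%, with an unprinted fluorescence ratio check between 0.5 and 1.5, limit read from the data, passing the limit was not always enough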;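 also: 0% = enzyme with substrate and 100% = substrate without enzyme; some results filed as inactive read as strong as hits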
Target sequence (Q92905 whole entry, looked up, one chain of several): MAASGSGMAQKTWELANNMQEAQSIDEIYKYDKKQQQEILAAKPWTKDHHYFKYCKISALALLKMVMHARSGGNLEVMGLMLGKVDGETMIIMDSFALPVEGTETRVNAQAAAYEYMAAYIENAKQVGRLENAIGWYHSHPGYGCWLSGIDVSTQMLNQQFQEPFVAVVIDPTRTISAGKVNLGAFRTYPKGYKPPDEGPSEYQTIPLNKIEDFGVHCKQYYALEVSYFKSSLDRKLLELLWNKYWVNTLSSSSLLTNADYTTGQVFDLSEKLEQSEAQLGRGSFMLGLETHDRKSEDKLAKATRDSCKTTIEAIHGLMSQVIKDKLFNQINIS
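Assay system: purified human Csn5 enzyme expressed in HEK293T cells; measure: % inhibition; also added: SCFSkp2-Nedd8OG substrate at 10 nM final; technique: fluorescence polarization; times: reaction 90 min, room temperature; medium: Tris buffer pH 7.5, NaCl, DTT, Tween-20, trehalose, ovalbumin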
MsrA inhibitor: bovine MsrA enzyme inhibitors, primary screen, biochemical, absorbance, HTS | Methionine sulfoxide reductase A (Bos taurus) | AID 651718, 2012 | purified bovine MsrA, absorbance read-out | inhibition, % at 15.5 µM | hit rate 0.75% among 360,000; in the data active = inhibition above about 4.5%;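 also: 0% = vehicle wells with enzyme and 100% = reference inhibitor wells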
eLon inh: inhibitors of E. coli Lon protease, primary screen, biochemical, fluorescence polarization; P0A9M0; purified E. coli Lon protease; inhibition, % at 7.94 µM; hit rate 0.42% among 360,000; AID 602123, 2011; in the data active = inhibition above about 13%, passing the limit was not always enough;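 also: 0% = enzyme with probe and DMSO and 100% = no enzyme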
Rin1-Abl PPI inh: inhibitors of Rin1-Abl protein binding, primary screen, biochemical, TR-FRET; inhibition, % at 7.35 µM; Tyrosine-protein kinase ABL1 (Homo sapiens) + Ras and Rab interactor 1 (Homo sapiens), …; hit rate 0.4% among 360,000; in the data active = inhibition above about 5%, passing the limit was not always enough
* = called active by the depositor; i = inactive; nt = not tested or not shown.

SMILES	MsrA act	FAS-TE inh	Tb MetRS inh	Neddylation inh	MLLE-PAM2 inh	CSN deneddyl inh	MsrA inhibitor	eLon inh	Rin1-Abl PPI inh
CN(C)c1oc(-c2ccccc2)nc1C#N	-2	2	-0.6	nt	-11	3	4.4	3	-3
O=[N+]([O-])C1=C(Nc2cccc3ccccc23)CS(=O)(=O)C1	-4	-10	0.5	i	5	3	2.8	1	-2
CC(C)(C)NC(=O)C1C(c2ccccc2)=Nc2ccccc2N1C(=O)c1ccc(C(F)(F)F)cc1 (stereo not drawn)	nt	nt	0.1	i	nt	2	-0.1	nt	nt
CCOC(=O)C1(CCCc2ccccc2)CCN(C(=O)c2cc(C)nn2CC)CC1	1	3	-0.3	i	3	0	-0.9	3	-2
O=C1OCCC1Sc1nc2ccccc2s1 (stereo not drawn)	-5	-3	-1.5	i	-3	-2	-0.6	-7	-1
COCCOc1ccc(C(F)(F)F)cc1NC(=O)c1ccccc1	0	-6	0.8	i	1	6	1.4	-10	-6
O=S(=O)(c1ccc(Cl)cc1)c1nc(-c2ccccc2F)oc1NCCCN1CCOCC1	-1	19	-0.5	i	5	1	-0.1	-4	1
COc1cc([N+](=O)[O-])ccc1NC(=O)CSc1nncn1-c1cccnc1	-1	4	-0.5	i	3	1	0.9	11	-1
Cc1ccc(-n2cc(C(=O)c3cc(Cl)ccc3O)cc(C#N)c2=O)cc1	-3	15	1.2	i	-26	-10	1.0	-13	1
CCOC(=O)N1CCN(c2c(NCCCN(CC)CC)c(=O)c2=O)CC1	3	-4	-0.8	i	-4	0	-1.1	0	1
Cc1ccccc1-c1noc(-c2ccccc2C(=O)NCC2CCCO2)n1 (stereo not drawn)	-6	0	-0.8	i	-4	2	-0.7	1	-2
COC(=O)c1oc2ccc(Br)cc2c1NC(=O)CCN1CCOCC1	-8	-4	-0.9	i	3	7	-0.4	5	-7
Cc1ccc(/C=C2/SC(=O)NC2=S)o1	-6	-14	0.5	i	126	-9	nt	89*	-1
c1cnc2ccc(C(c3nnnn3C3CCCCC3)N3CCN(C4CCCCC4)CC3)cc2c1 (stereo not drawn)	-2	-4	-0.4	i	-2	1	-0.7	-3	3
Cc1ccc2nc(-c3ccccc3)c(Cc3cccc(Cl)c3)n2c1	-3	10	-0.1	i	-12	2	-0.5	0	1
COCCn1c(SCC(=O)N2CCN(c3ccccc3)CC2)nc2c(c1=O)SC(C)C2 (stereo not drawn)	-1	-4	0.8	i	1	0	1.8	-7	-3
CC(C)(C)NC(=O)C[n+]1ccc(C(N)=O)cc1	-3	-8	-0.6	i	0	-7	-1.4	7	-4
CN(C(=O)COC(=O)c1ccccc1C(=O)c1ccccc1)c1ccccc1	-6	8	-0.3	i	-12	0	-0.8	6	4
O=C1CCC(C(=O)N(CCO)Cc2ccccc2)CN1CC1CCCCC1 (stereo not drawn)	-3	-3	-0.2	i	7	-1	-0.2	-4	0
CCCCNC(=O)c1cc2n(n1)C(C(F)(F)F)CC(c1ccccc1)N2 (stereo not drawn)	-1	-6	-0.9	i	0	5	-0.1	-2	1
CC(C)c1nc(C(=O)N2CCc3c([nH]c4ccccc34)C2c2ccccn2)cs1 (stereo not drawn)	-12	8	-1.2	i	19	-10	0.5	4	4
Cc1cc2ccccc2n1CCNC(=O)C1CCCCC1	-2	0	0.6	i	11	-4	0.5	14	-2
O=C(COc1ccc(F)cc1)Nc1nc(-c2cccnc2)cs1	-5	4	-0.2	i	12	5	-0.5	-14	-3
CCOc1ccc(OCC(=O)OCc2csc(CC(=O)Nc3ccccc3C)n2)cc1	-3	0	-0.3	i	-4	0	-0.9	-7	1
CCOC(=O)N1CCC(NC(=O)c2cc(C(=O)NCC(OC)OC)ccc2CO)CC1	-3	-8	0.5	i	-3	1	-1.1	4	0
Cc1cccc(C)c1NC(=O)COC(=O)c1cc(=O)[nH]c2ccccc12	0	-9	-0.4	i	-1	-1	-0.2	0	2
C=CCN1C(=O)CSc2ccc(C(=O)OCC)cc21	-3	-2	-0.8	i	5	2	-0.4	-2	1
O=S(=O)(NNC(=S)Nc1ccc(S(=O)(=O)Nc2ncccn2)cc1)c1ccc(Br)cc1	-1	-3	0.0	i	27	6	-1.8	12	-1
Cc1ccc(-c2cc(-c3ccccc3)[nH]c(=S)c2C#N)cc1	0	8	0.3	i	-22	1	0.6	-7	3
O=C(NCc1ccccc1)C1c2ccccc2OCC(=O)N1Cc1ccc2c(c1)OCO2 (stereo not drawn)	-1	-3	-0.2	i	nt	-5	-0.8	0	nt
CC1(C)NC(=O)N(CCOCCOc2ccc3ccccc3c2Br)C1=O	-3	-1	0.4	i	-5	4	0.1	5	-5
Cc1c(C)c2cc(Cl)c(OC(C)C(=O)NCCN3CCOCC3)cc2oc1=O (stereo not drawn)	-1	-4	-0.2	i	-3	0	1.1	3	-1
Cc1cccc(NC(=S)N(CCc2nc3cc(C)c(C)cc3[nH]2)Cc2cccnc2)c1	-1	0	0.2	i	-49	3	0.0	0	2
Cn1c(Oc2ccc(F)cc2)c(C=O)c2ccccc21	-1	13	-0.1	i	6	-21	0.2	-2	0
Cc1ccccc1-c1nc(CN2CCC(C(=O)NC3CCN(Cc4ccccc4)CC3)CC2)c(C)o1	5	0	-0.4	i	-4	2	0.6	-9	0
NC(=O)c1ccccc1NC(=O)C(c1ccccc1)c1ccccc1	1	-2	-0.5	i	15	-4	0.2	-5	-1

Full records, quoted from the list. Order of screens: MsrA act, FAS-TE inh, Tb MetRS inh, Neddylation inh, MLLE-PAM2 inh, CSN deneddyl inh, MsrA inhibitor, eLon inh, Rin1-Abl PPI inh
Record of O=C(NCc1ccccc1)C1c2ccccc2OCC(=O)N1Cc1ccc2c(c1)OCO2 (stereo not drawn) : -1, -3, -0.2, i, nt, -5, -0.8, 0, nt
Record of C=CCN1C(=O)CSc2ccc(C(=O)OCC)cc21 : -3, -2, -0.8, i, 5, 2, -0.4, -2, 1

Carrying on:
SMILES	MsrA act	FAS-TE inh	Tb MetRS inh	Neddylation inh	MLLE-PAM2 inh	CSN deneddyl inh	MsrA inhibitor	eLon inh	Rin1-Abl PPI inh
O=C(O)CCCn1cc(NC(=O)c2cccc(F)c2)cn1	-1	-7	0.1	i	-8	-1	-0.3	2	-4
COc1cc(OC)c2nc(C)c3c(c2c1)N(c1ccc(O)cc1)CC3	-3	-4	-0.5	i	-2	1	2.5	5	-3
CC1CCCCN1C(=O)CN1C(=O)CN(C)C(=O)c2ccccc21 (stereo not drawn)	1	-2	-0.3	i	-5	-2	-0.1	1	-2
CC(=O)NC(=O)Nc1sc(=S)n(C)c1C	-4	-1	-1.1	i	-32	4	1.3	7	-1
Cc1cccc(C(C)C)c1NC(=O)COC(=O)Cc1ccsc1	-2	-3	-0.4	i	-18	-12	-0.2	4	-2
COc1ccc(NC(=O)NCCCN2CCN(c3ccccc3F)CC2)cc1	-2	1	-0.1	i	-1	1	-0.2	-3	-2
NC(=O)N/N=C/c1ccc2cccc(OCc3ccccc3)c2n1	-5	-2	-0.2	nt	7	0	1.0	-4	-4
C/C(=N\NC(N)=S)C1C2C3CC4C5CC(C42)C1C53 (stereo not drawn)	-1	0	0.5	i	-23	-2	-0.7	6	1
COc1cc2c(cc1OC)CN(S(=O)(=O)/C=C/c1ccccc1)CC2	-1	6	-0.5	i	12	6	1.8	-10	-2
COc1ccc2nc3n(c(=O)c2c1)-c1cc2ccccc2cc1C(=O)NC3Cc1ccccc1 (stereo not drawn)	-4	78*	0.5	i	-6	-2	0.5	-1	-1
COCCCNC(=S)N/N=C/c1ccc2ccccc2c1	-4	10	-0.2	i	17	4	0.3	3	-3
CSc1nnc(-c2cc3c(-c4ccccc4)nn(C)c3s2)n1C	-10	0	0.1	i	-37	-2	-0.6	0	-5

At a glance, two of the compounds above.
SMILES	MsrA act	FAS-TE inh	Tb MetRS inh	Neddylation inh	MLLE-PAM2 inh	CSN deneddyl inh	MsrA inhibitor	eLon inh	Rin1-Abl PPI inh
COCCCNC(=S)N/N=C/c1ccc2ccccc2c1	-4	10	-0.2	i	17	4	0.3	3	-3
CSc1nnc(-c2cc3c(-c4ccccc4)nn(C)c3s2)n1C	-10	0	0.1	i	-37	-2	-0.6	0	-5

(next part)
SMILES	MsrA act	FAS-TE inh	Tb MetRS inh	Neddylation inh	MLLE-PAM2 inh	CSN deneddyl inh	MsrA inhibitor	eLon inh	Rin1-Abl PPI inh
Cc1cc(C)c(C(=O)COC(=O)[C@H](C)Nc2ccc(C(F)(F)F)cc2[N+](=O)[O-])c(C)c1	-2	25	-0.7	i	-10	-1	-1.0	0	-3
Cc1cccc2cc(CN(Cc3nnnn3Cc3ccccc3)C3CCCC3)c(=O)[nH]c12	0	6	-0.2	i	-2	5	-1.2	1	0
CCOC(=O)N1CCN(CC(O)COc2ccc(C)c(C)c2)CC1 (stereo not drawn)	-2	-7	-1.1	i	5	0	0.2	-1	1
Cc1nc(NC(=O)CCl)sc1C(=O)N(C)C	-3	-6	-0.5	i	14	6	2.7	-2	4
CCc1ccccc1Oc1ccc(S(=O)(=O)N2CCN(C)CC2)cn1	-1	-4	-0.1	i	18	-6	2.7	-1	4
CCOC(=O)[C@@H](NC(=O)/C=C/[C@H]1O[C@@H](n2ccc(=O)[nH]c2=O)[C@H](O)[C@@H]1O)C(C)C	-4	-8	0.2	i	-3	1	-0.2	-11	5

Of the compounds above, these have a tert-butyl group:
SMILES	MsrA act	FAS-TE inh	Tb MetRS inh	Neddylation inh	MLLE-PAM2 inh	CSN deneddyl inh	MsrA inhibitor	eLon inh	Rin1-Abl PPI inh
CC(C)(C)NC(=O)C1C(c2ccccc2)=Nc2ccccc2N1C(=O)c1ccc(C(F)(F)F)cc1 (stereo not drawn)	nt	nt	0.1	i	nt	2	-0.1	nt	nt
CC(C)(C)NC(=O)C[n+]1ccc(C(N)=O)cc1	-3	-8	-0.6	i	0	-7	-1.4	7	-4

Among those listed so far, these have a nitro group on carbon.
SMILES	MsrA act	FAS-TE inh	Tb MetRS inh	Neddylation inh	MLLE-PAM2 inh	CSN deneddyl inh	MsrA inhibitor	eLon inh	Rin1-Abl PPI inh
O=[N+]([O-])C1=C(Nc2cccc3ccccc23)CS(=O)(=O)C1	-4	-10	0.5	i	5	3	2.8	1	-2
COc1cc([N+](=O)[O-])ccc1NC(=O)CSc1nncn1-c1cccnc1	-1	4	-0.5	i	3	1	0.9	11	-1
Cc1cc(C)c(C(=O)COC(=O)[C@H](C)Nc2ccc(C(F)(F)F)cc2[N+](=O)[O-])c(C)c1	-2	25	-0.7	i	-10	-1	-1.0	0	-3

Screening results (PubChem)
